Assay outcomes from PubChem.
p53 reactivation: qHTS assay for re-activators of p53 using a Luc reporter. Potency, µM (doses to about 92.2 µM), for inactives: at the highest dose activity change, positive = activation, actives largely listed as activators. AID 504706, 2011. 320,000 compounds, 0.063% hits. H1299 p53-A138V BP100-luciferase reporter, luminescence, 24 h; further: potency means the concentration at half of the fitted maximal effect; % of control where 0% means no effect; nearly all actives have a fitted effect of over 45% in size
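H1299 (p53-null), stable ts p53-A138V + BP100-Luc; 1000 cells/well, Opti-MEM/10% FBS; cpd 4 pt, 1:5; 24 h, 37 deg C, 5% CO2; detection reagent 10 min RT; luminescence.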
Gal4-VP16 FLuc: VP16 counterscreen qHTS for inhibitors of ROR gamma transcriptional activity; Drosophila S2 Gal4-VP16 UAS-luciferase, luminescence, 20 h; 310,000 compounds, 3.5% hits; Potency, µM (highest dose often 53.6 µM), without a hit: top-dose activity, negative = inhibition, actives largely listed as inhibitors; AID 2546, 2010;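 further: Gal4-VP16 expression switched on by copper sulfate through the metallothionein promoter; potency means the concentration at half of the fitted maximal effect; on the % scale 0 is the no-effect control and ±100 the full control effect; nearly all actives have a fitted effect of over 50% in size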
Tb PFK block: qHTS Assay to Find Inhibitors of T. brucei phosphofructokinase. T. brucei PFK, ADP-Glo luminescence. Potency, µM (titrated, usually from 57.5 µM), for inactives: at the top dose activity, negative = inhibition, hits mostly inhibitors. 330,000 compounds, 0.17% hits. AID 485367, 2010;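 further: potency means the concentration at half of the fitted maximal effect; 0% = uninhibited 1x PFK enzyme wells and -100% = no-enzyme wells; nearly all actives have a fitted effect of over 60% in size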
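Luminescent ADP detection (ADP-Glo, two-step: ATP depletion then ADP-to-ATP conversion for luciferase) reported PFK activity after 45 min room-temperature reaction of 1.25 nM enzyme with 0.5 mM F6P and 0.1 mM ATP at pH 8.0.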
NPC1 promoter act: qHTS Assay for NPC1 Promoter Activators; Huh7 NPC1 promoter luciferase reporter, 24 h; Potency, µM (series often up to 9.22 µM), for inactives: at the top dose activation, usual class: activators; 320,000 compounds, 2.4% hits; AID 485313, 2010;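 further: potency means the concentration at half of the fitted maximal effect; % of control where 0% means no effect; nearly all actives have a fitted effect of over 60% in size; reporter is driven by a mutant NPC1 promoter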
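Stably transfected Huh7 (NPC1 promoter→luciferase), 1500 cells/well in Opti-MEM + 10% FBS, 2 h settle, then compound 24 h at 37 °C. Luminescence after 10 min with Amplite reagent.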
BRCA1 expr act: qHTS Assay to Identify Small Molecule Activators of BRCA1 Expression | Potency, µM (doses to about 46.1 µM), for the others: at the highest dose activation, most hits filed as activators | MCF7-BRCA1-FFLuc reporter, luminescence, 48 h; response scale: scaled: vehicle 0%, 10 µM genistein 100% | 380,000 compounds, 1.1% hits | AID 624202, 2012; further: potency means the concentration at half of the fitted maximal effect; nearly all actives have a fitted effect of over 80% in size; some results filed as inactive show a strong effect at the top dose
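Cells: MCF7-BRCA1-FFLuc, 2000/well. Exposure: 48 h, 37 °C, 5% CO2. Read: luminescence, 15 min post-substrate. Controls: genistein 10 microM (maximal activation), DMSO (neutral).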
FLuc counter: qHTS profiling assay for firefly luciferase inhibitor/activator using purifed enzyme and Km concentrations of substrates (counterscreen for miR-21 project) | Potency, µM (titrated, usually from 57.5 µM), without a hit: at the top dose activity change, negative = inhibition, actives largely listed as inhibitors | 360,000 compounds, 6.9% hits | Luciferin 4-monooxygenase (Photinus pyralis), P08659 | purified FLuc, Km substrates, luminescence inhibition;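 further: potency means the concentration at half of the fitted maximal effect; plate controls were vehicle for no effect and reference inhibitor for full effect; nearly all actives have a fitted effect of over 55% in size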
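Biochemical qHTS of compounds, final roughly 60 µM downward over six points, against 10 nM purified firefly luciferase using Km concentrations of substrates (10 uM D-luciferin, 10 uM ATP) in Tris acetate pH 7.5 buffer; luminescence output.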
ELG1 DNA repair: qHTS screen for small molecules that inhibit ELG1-dependent DNA repair in human embryonic kidney (HEK293T) cells expressing luciferase-tagged ELG1; HEK293T ELG1-luciferase reporter, luminescence, 16 h; DNA damage induced by 5-fluorouridine; AID 504467, 2011; 330,000 compounds, 2.3% hits; Potency, µM (highest dose often 46.1 µM), inactives show at the highest dose activity change, negative = inhibition, actives largely listed as inhibitors; further: potency means the concentration at half of the fitted maximal effect; on the % scale 0 is the no-effect control and ±100 the full control effect; nearly all actives have a fitted effect of over 55% in size
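In this reporter screen, reduction of luminescence relative to DMSO vehicle indicated activity. Compounds and 5-fluorouridine were added together to 2,000 cells per well, incubated for 16 hr at 37 °C, then developed with ONE-Glo.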
Rab9 promoter act: qHTS Assay for Rab9 Promoter Activators; AID 485297, 2010; 320,000 compounds, 2.8% hits; Huh7 Rab9 promoter-luciferase reporter, luminescence, 24 h; Potency, µM (doses to about 9.22 µM), for the others: at the top dose activation, negative = inhibition, usual class: activators; further: potency means the concentration at half of the fitted maximal effect; % of control where 0% means no effect; nearly all actives have a fitted effect of over 60% in size
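Huh7 reporter line, Rab9 promoter upstream of luciferase. Compound exposure 24 h at 37 °C in reduced-serum medium with 10% FBS. Read-out: luminescence.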
ELG1 genotoxic: qHTS screen for small molecules that induce genotoxicity in human embryonic kidney (HEK293T) cells expressing luciferase-tagged ELG1; HEK293T ELG1-luciferase reporter, luminescence, 16 h; Potency, µM (highest dose often 46 µM), for inactives: at the highest dose activity change, positive = activation, hits mostly activators; 330,000 compounds, 1.3% hits; AID 504466, 2011; further: potency means the concentration at half of the fitted maximal effect; % of control where 0% means no effect; nearly all actives have a fitted effect of over 60% in size
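ELG1-luciferase HEK293T cells, 2,000/well; compound pinned in; 16 hr, 37 °C, 5% CO2; ONE-Glo, 30 min RT; luminescence on CCD imager.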
RORg inh: qHTS for inhibitors of ROR gamma transcriptional activity; Drosophila S2 Gal4-RORgamma UAS-luciferase reporter, 20 h; Potency, µM (doses to about 53.6 µM), for inactives: at the highest dose activity change, negative = inhibition, most hits filed as inhibitors; 310,000 compounds, 5.4% hits; further: potency means the concentration at half of the fitted maximal effect; on the % scale 0 is the no-effect control and ±100 the full control effect; nearly all actives have a fitted effect of over 60% in size
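Compounds are pin-transferred onto Drosophila Schneider cells expressing a copper-inducible Gal4–ROR gamma transactivation domain fusion. After 1 hr, copper sulfate is added to 700 uM final; luciferase is read 20 hr later.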
TRPV1 agonist: HTS Assay for Compounds that Act as Agonists of the Vanilloid Receptor 1; 320,000 compounds, 0.19% hits; Transient receptor potential cation channel subfamily V member 1 (Homo sapiens), Q8NER1; activation, % at 8.33 µM; TRPV1-expressing cells, Fluo-8 calcium influx, agonist mode; AID 540275, 2011; in the data active means activation above about 80%; inconclusive means between about 30% and that limit; further: 0% is about no effect
Target sequence (Q8NER1 whole entry, looked up): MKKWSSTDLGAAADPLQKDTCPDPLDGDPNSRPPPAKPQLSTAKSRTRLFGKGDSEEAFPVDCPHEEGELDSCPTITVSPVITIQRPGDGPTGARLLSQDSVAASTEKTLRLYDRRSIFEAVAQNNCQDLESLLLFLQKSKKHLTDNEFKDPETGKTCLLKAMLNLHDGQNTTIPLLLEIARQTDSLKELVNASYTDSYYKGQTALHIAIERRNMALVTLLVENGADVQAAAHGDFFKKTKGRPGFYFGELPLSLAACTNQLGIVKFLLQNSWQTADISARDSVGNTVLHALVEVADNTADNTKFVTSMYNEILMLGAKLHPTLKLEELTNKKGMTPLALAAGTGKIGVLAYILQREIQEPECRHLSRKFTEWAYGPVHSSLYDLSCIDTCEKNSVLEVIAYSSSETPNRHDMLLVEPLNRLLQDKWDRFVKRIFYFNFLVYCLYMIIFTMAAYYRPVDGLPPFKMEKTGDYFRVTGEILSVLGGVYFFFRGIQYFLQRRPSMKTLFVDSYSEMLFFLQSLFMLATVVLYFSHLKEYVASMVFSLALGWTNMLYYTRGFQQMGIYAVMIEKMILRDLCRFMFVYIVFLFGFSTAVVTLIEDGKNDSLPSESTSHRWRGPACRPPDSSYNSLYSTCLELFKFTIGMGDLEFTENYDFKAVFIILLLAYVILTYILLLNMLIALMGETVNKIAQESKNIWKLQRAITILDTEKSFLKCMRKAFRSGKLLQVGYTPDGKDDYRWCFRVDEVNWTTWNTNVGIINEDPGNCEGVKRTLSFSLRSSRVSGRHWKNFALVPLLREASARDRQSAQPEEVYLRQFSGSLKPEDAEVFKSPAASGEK
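Cells expressing TRPV1 were dye-loaded with Fluo-8 and read kinetically: 10 s baseline, 3 min after compound (agonist portion), then 2 min after EC20 capsaicin (allosteric enhancer portion). Calcium-bound dye fluorescence at 480/520 nm.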
Starred values were filed as active, the others as inactive; u = inconclusive; x = not tested or not shown; & = joins results of further samples; [ ] = remark or other dose. Unless noted, the call rests on the fitted dose curve; in most records, active means well fitted curve in the direction sought with a large enough effect; inconclusive means small, poorly fitted or top-dose-only effect, or another doubt; inactive means no such curve, though single readings can be large; an effect the other way counts as inactive or inconclusive.

SMILES	p53 reactivation	Gal4-VP16 FLuc	Tb PFK block	NPC1 promoter act	BRCA1 expr act	FLuc counter	ELG1 DNA repair	Rab9 promoter act	ELG1 genotoxic	RORg inh	TRPV1 agonist
CCCOc1cccc(C(=O)NC(=S)Nc2cccc(NC(=O)c3ccccc3Cl)c2)c1	0.0%	u	-0.9%	-7.9%	5.0%	2.3%	u	0.9%	-2.0%	u	2.1
Cc1ccc(C2=Nc3ccccc3N=C(C(Cl)Cl)C2)cc1	u	u	-1.4%	3.16µM*	14.5%	9.53µM*	u	3.16µM*	u	11.2µM*	24.8
COc1cccc(CN(C)CC(=O)NCc2ccccc2Cl)c1OC	-3.4%	-3.3%[10 µM]	8.7%	-1.0%	-20.9%	-8.5%	-24.0%	1.0%	1.0%	u	u
Cc1ccc(N(C(=O)c2ccccn2)C2(C(=O)NC3CCCC3)CCCCC2)cc1	-2.9%	3.0%	0.2%	-6.5%	-31.8%	1.8%	-9.4%	-0.4%	0.5%	15.5%	21.1
O=C(NCc1ccccn1)C1COc2ccccc2O1 (centres undefined)	3.5%	-1.2%	-1.7%	-0.9%	0.0%	1.1%	6.7%	-0.9%	-0.1%	0.6%	1.1
OC(CNCC1COc2ccccc2O1)COc1ccccc1F (centres undefined)	-3.4%	0.6%	-11.8%	-2.3%	-1.3%	-0.1%	16.7%	11.1%	0.6%	-4.0%	14.0
CCC(C)NC(=O)c1ccccc1NC(=O)CN(c1cc(C)ccc1OC)S(C)(=O)=O (centres undefined)	-3.5%	-15.9%	-5.6%	-5.6%	-21.3%	1.3%	0.5%	0.6%	4.1%	-36.9%	15.3
CC(C)CN(C(=O)c1ccc2c(c1)OCO2)C1CCS(=O)(=O)C1 (centres undefined)	-2.7%	x	1.5%	-1.5%	-0.8%	0.7%	u	-1.6%	8.2%	x	-2.2
NC(=O)CNC(=O)[C@@H]1CC2(CC(c3ccccc3)=NO2)CN1C(=O)c1ccc(Br)cc1 (some centres undefined)	-3.0%	-5.8%	0.9%	-1.3%	-17.2%	-1.0%	-2.2%	0.0%	-3.7%	11.2%	-1.9
CC(C)=Cc1c(O)nc2ccccn2c1=O	2.6%	-2.7%	4.3%	0.9%	-5.6%	1.5%	11.4%	1.4%	-0.6%	17.4%	1.2
CCc1nnc(NCn2nc(C)cc2C)s1	x	-14.8%	x	x	4.0%	7.0%	x	x	x	15.4%	1.7
OC(CNCc1ccccn1)c1ccccc1 (centres undefined)	-8.5%	-0.7%	7.7%	-2.8%	-3.2%	1.4%	1.3%	0.9%	-0.4%	-14.3%	1.7
CCc1nn(CCCC(=O)NCc2ccc(OC(C)C)cc2)c(=O)c2cc3occc3n12	-11.0%	-11.4%	3.0%	-7.3%	-26.0%	-1.3%&-18.1%	-15.5%	-4.7%	-3.0%	0.9%	1.8
NC(N)=NCC(O)CN(c1ccccc1)c1ccccc1 (centres undefined)	-4.9%	8.0%	2.8%	-6.0%	-67.7%	0.1%	-23.7%	-2.2%	-6.6%	-5.7%	0.8
C#CCOCCOCCOCCNc1nc(N2CCN(C(=O)[C@H]([C@@H](C)CC)n3cc(CCCN=C(N)N)nn3)CC2)nc(N2CCN(C(=O)[C@H]([C@@H](C)CC)n3cc(CCCN=C(N)N)nn3)CC2)n1	7.5%	4.1%	-1.8%	1.2%	x	2.6%	26.6%	-2.2%	1.7%	7.5%	3.4
O=C(COC(=O)CCC1CCCC1)Nc1ccccc1Br	5.5%	x	-7.7%	-4.7%	5.2%	-13.5%	9.4%	-8.5%	0.6%	x	18.2
Cc1ccc(C(c2nnnn2C2CCCCC2)N2CCc3ccccc32)cc1 (centres undefined)	15.9%	u	-8.2%	-2.2%	-41.7%	6.2%	-2.1%	0.4%	-5.0%	9.4%	2.7
Cc1cc(C)cc(OCC(=O)N/N=C/c2ccc([N+](=O)[O-])o2)c1	11.7%	u	-2.2%	-9.8%	-74.0%	-6.0%	u	-2.5%	-9.3%	8.91µM*	2.3
Cc1ccc(C(C)C)cc1NC(=O)Nc1ccc([N+](=O)[O-])cc1	2.6%	12.6µM*	0.6%	-1.2%	-79.4%	-7.5%	u	-22.7%	-5.5%	35.5µM*	23.7
CC1=CC(=O)C=CC1(C)C(Cl)Cl (centres undefined)	-6.2%	0.0%	2.2%	-4.6%	-16.7%	-6.2%	4.8%	7.2%	-0.2%	10.1%	2.5
COc1ccc(OC)c(C(=O)N2CCC(CCC(=O)NC3CC3)CC2)c1	0.8%	-0.1%	0.9%	-1.9%	-1.5%	1.2%	0.1%	-5.3%	-0.4%	-4.8%	0.8
NC(=O)c1ccccc1NC(=S)NC(=O)c1ccc(Br)o1	u	17.2%	2.0%	23.5%	-36.0%	u	u	22.3%	17.7%	-28.2%	13.3
O=C(c1ccc(S(=O)(=O)N2CCOCC2)cc1)N1CCN(c2ccccc2F)CC1	-5.2%	9.1%	-4.4%	0.4%	-5.4%	-1.4%	-0.4%	-4.3%	3.4%	-9.9%	u
CN(Cc1ccccc1)C(=O)[C@@H]1CCCN1S(=O)(=O)c1ccc(Cl)cc1	-3.4%	-1.1%	-2.4%	-5.8%	12.5%	-1.8%	5.2%	0.1%	-5.3%	10.7%	8.1

Structures from the list above containing a nitro group on carbon (2):
SMILES	p53 reactivation	Gal4-VP16 FLuc	Tb PFK block	NPC1 promoter act	BRCA1 expr act	FLuc counter	ELG1 DNA repair	Rab9 promoter act	ELG1 genotoxic	RORg inh	TRPV1 agonist
Cc1cc(C)cc(OCC(=O)N/N=C/c2ccc([N+](=O)[O-])o2)c1	11.7%	u	-2.2%	-9.8%	-74.0%	-6.0%	u	-2.5%	-9.3%	8.91µM*	2.3
Cc1ccc(C(C)C)cc1NC(=O)Nc1ccc([N+](=O)[O-])cc1	2.6%	12.6µM*	0.6%	-1.2%	-79.4%	-7.5%	u	-22.7%	-5.5%	35.5µM*	23.7

More structures
SMILES	p53 reactivation	Gal4-VP16 FLuc	Tb PFK block	NPC1 promoter act	BRCA1 expr act	FLuc counter	ELG1 DNA repair	Rab9 promoter act	ELG1 genotoxic	RORg inh	TRPV1 agonist
CC1CCCC(n2c(=S)[nH]c3ccccc3c2=O)C1C (centres undefined)	-9.9%	0.631µM*	-11.3%	5.6%	-21.3%	-10.3%	-3.7%	-11.3%	-11.6%	0.282µM*	-4.9
COc1ccc(-c2nnc(SCC(=O)NCC3CCCO3)o2)cc1 (centres undefined)	-8.9%	u	-8.7%	9.6%	-6.5%	u	16.2%	-2.1%	8.3%	12.6µM*	-3.3
O=C(Nc1ncccc1O)c1ccc(OCC2CCCO2)cc1 (centres undefined)	u	u	-15.2%	0.794µM*	-41.9%	7.57µM*	u	0.794µM*	1.16µM*	10µM*	-1.1
COc1ccccc1CNC(=O)CC(C)c1ccccc1 (centres undefined)	-1.8%	-5.0%	-3.8%	3.3%	-1.1%	-1.6%	-0.3%	5.5%	-2.7%	15.8%	1.8
CCCNC(=S)NC1CCCC1	-3.8%	u	3.9%	6.9%	1.9%	1.3%	2.0%	1.7%	0.1%	11.2µM*	7.3
Cc1ccc(NS(=O)(=O)c2ccc(NC(=O)C(C)Sc3ccc(Cl)cc3)cc2)c(C)c1 (centres undefined)	-4.5%	u	-1.2%	-3.0%	-42.8%	0.5%	20.6µM*	-7.8%	-11.6%	u	1.7
Cc1ccc(-c2cc(C(=O)Nc3c(C)n(C)n(-c4ccccc4)c3=O)[nH]n2)c(O)c1C	-4.6%	-5.0%	-1.8%	0.1%	-21.3%	u	u	-3.9%	-2.9%	5.1%	-1.4
O=C1c2ccccc2C(Nc2ccc(S(=O)(=O)N3CCOCC3)cc2)N1c1ccccn1 (centres undefined)	4.6%	-1.6%	-4.7%	0.7%	-5.5%	-1.5%	-20.7%	9.7%	-4.0%	-2.1%	x
COc1ccc(NC(=O)Nc2ccc(Br)cn2)cc1	5.0%	u	-4.3%	3.55µM*	u	-17.0%	u	2.82µM*	17.7%	30.9%	-1.3
COc1ccc(CCNC(=O)C2CCN(S(=O)(=O)c3cnc[nH]3)CC2)cc1OC	1.5%	-1.4%	7.5%	-1.8%	-0.6%	-0.9%	4.9%	-3.5%	-1.1%	-0.2%	0.9
